Screens as filed in PubChem.
KDM4E inh: qHTS Assay for Inhibitors of Human Jumonji Domain Containing 2E (JMJD2E); hit rate 1.6% among 230,000; JMJD2E catalytic domain, FDH-coupled NADH fluorescence (FDH is formaldehyde dehydrogenase); Potency, µM (top dose mostly 57.1 µM), for inactives: at the highest dose activity change, negative = inhibition, usual class: inhibitors; AID 2147, 2009; active means well fitted inhibition curve with a large enough effect, not every such curve was filed as active; inconclusive means small, poorly fitted or top-dose-only effect, or another doubt; inactive means no such curve, though single readings can be large or run the other way;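 further: 0% = wells with enzyme and -100% = buffer wells without enzyme; nearly all actives have a fitted effect of over 50% in size; many of its hits are not listed in these tables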
Target sequence (B2RXH2 1-337 limits assumed): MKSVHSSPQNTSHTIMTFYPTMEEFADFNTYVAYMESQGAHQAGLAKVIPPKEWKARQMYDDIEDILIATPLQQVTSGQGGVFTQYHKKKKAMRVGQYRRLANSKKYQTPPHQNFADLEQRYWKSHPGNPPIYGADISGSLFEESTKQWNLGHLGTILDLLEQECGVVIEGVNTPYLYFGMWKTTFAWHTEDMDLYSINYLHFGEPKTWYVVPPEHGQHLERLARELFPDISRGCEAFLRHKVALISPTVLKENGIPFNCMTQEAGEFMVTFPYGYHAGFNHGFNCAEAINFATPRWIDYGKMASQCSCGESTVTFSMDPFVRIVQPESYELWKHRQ
RECQ1 inh: qHTS Assay for Inhibitors of RecQ-Like Dna Helicase 1 (RECQ1); hit rate 0.54% among 240,000; ATP-dependent DNA helicase Q1 (Homo sapiens), P46063; Potency, µM (titrated, usually from 57.3 µM), inactives show at the top dose activity, negative = inhibition, hits mostly inhibitors; RECQ1 DNA unwinding, red fluorescence kinetic read;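 further: plate controls were vehicle for no effect and no enzyme for full effect; nearly all actives have a fitted effect of over 30% in size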
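50 nM RECQ1T1 preincubated 15 min with compound in Tris pH 8.0 buffer with MgCl2, DTT, Tween-20 and 2.5 ug/ml poly(dI-dC); started with 200 nM TAMRA/BHQ-2 forked duplex and 2 mM ATP. Unwinding read as fluorescence (525/598 nm), two reads 2 h apart.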
ALDH1A1 block: qHTS Assay for Inhibitors of Aldehyde Dehydrogenase 1 (ALDH1A1) | Purified ALDH1A1, NADH fluorescence, propionaldehyde substrate | Aldehyde dehydrogenase 1A1 (Homo sapiens), P00352 | hit rate 7.3% among 220,000 | Potency, µM (titrated, usually from 75.3 µM), inactives show top-dose activity, negative = inhibition, most hits filed as inhibitors; active means well fitted inhibition curve with a large enough effect, not every such curve was filed as active; inconclusive means small, poorly fitted or top-dose-only effect, or another doubt; inactive means no such curve, though single readings can be large or run the other way;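 further: plate controls were no enzyme wells and a reference inhibitor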
TexasRed fluor: Total Fluorescence Counterscreen for Inhibitors of the Interaction of Thyroid Hormone Receptor and Steroid Receptor Coregulator 2 | TRb/SRC2 Texas Red total fluorescence interference | AID 1479, 2009 | Potency, µM (titrated, usually from 106 µM), inactives show top-dose fluorescence change, negative = quenching | hit rate 0.29% among 280,000; active means well fitted curve in either direction with a large enough effect; inconclusive means small, poorly fitted or top-dose-only effect; further: on the % scale 0 is the no-effect control and ±100 the full control effect
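Human TRβ ligand-binding domain (0.6 uM) and Texas Red SRC2 peptide (20 nM) in Tris buffer with 1 uM T3 and 5% DMSO were incubated with pinned compound for 5 hr at ambient temperature. Total fluorescence was computed as S + 2P (555/632 nm).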
GoLoco inh red: qHTS Assay for Inhibitors of RGS12 GoLoco Motif Activity (Red Fluorophore); hit rate 0.44% among 230,000; Potency, µM (titrated, usually from 61.6 µM), for inactives: at the top dose activity, negative = inhibition, usual class: inhibitors; AID 880, 2007; Gai1:RGS12 GoLoco peptide FP, rhodamine, 10 min; Guanine nucleotide-binding protein G(i) subunit alpha-1 (Homo sapiens), P63096; active means well fitted inhibition curve with a large enough effect, not every such curve was filed as active; inactive means no such curve, though single readings can be large or run the other way; further: on the % scale 0 is the no-effect control and ±100 the full control effect; nearly all actives have a fitted effect of over 30% in size; many of its hits are not listed in these tables
SMN2 splice enh: qHTS Assay for Enhancers of SMN2 Splice Variant Expression; HEK293 SMN2-luciferase splicing reporter, luminescence, 30-36 h; Potency, µM (doses to about 46.1 µM), without a hit: at the top dose activity change, positive = activation, usual class: activators; hit rate 2.8% among 210,000; AID 1458, 2008; further: % of control where 0% means no effect; nearly all actives have a fitted effect of over 55% in size
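HEK293 cells carry an SMN2 minigene-luciferase reporter in which exon 7 inclusion puts luciferase in frame. Cells were seeded at 2000 cells/well, attached for 10-12 hours, then exposed to compounds for 30-36 hours at 37C before ONE-Glo luminescence.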
Lamin A splicing: qHTS Assay for Modulators of Lamin A Splicing | HeLa LMNA splicing GFP/RFP minigene ratio, 48 h | Potency, µM (titrated, usually from 46.1 µM), for the others: at the top dose ratio change, negative = inhibition, usual class: inhibitors | hit rate 0.01% among 200,000 | AID 1487, 2009; active means well fitted inhibition curve with a large enough effect in the signal ratio, with a control signal flat, not every such curve was filed as active; inconclusive means small, poorly fitted or top-dose-only effect, or effect the other way, or a change in a side signal; the % refers to the signal ratio; further: on the % scale 0 is the no-effect control and ±100 the full control effect
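Read-out is the ratio of GFP to DsRed2 object intensity, acquired by 488 nm laser-scanning cytometry on HeLa lamin A-EGFP minigene reporter cells. Compound incubation 48 hrs at 37 °C in Opti-MEM with 2% FBS; DMSO 0.5% final.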
TRb-SRC2 inh: qHTS for Inhibitors of the Interaction of Thyroid Hormone Receptor and Steroid Receptor Coregulator 2. hit rate 0.065% among 280,000. AID 1469, 2008. TRbeta-SRC2 peptide binding, fluorescence polarization; receptor liganded with 1 µM T3. Thyroid hormone receptor beta (Homo sapiens), P10828. Potency, µM (series often up to 106 µM), for the others: top-dose activity change, negative = inhibition, usual class: inhibitors;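 further: plate controls were bound peptide for no effect and peptide without receptor for full effect; nearly all actives have a fitted effect of over 50% in size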
Target sequence (P10828 whole entry, looked up): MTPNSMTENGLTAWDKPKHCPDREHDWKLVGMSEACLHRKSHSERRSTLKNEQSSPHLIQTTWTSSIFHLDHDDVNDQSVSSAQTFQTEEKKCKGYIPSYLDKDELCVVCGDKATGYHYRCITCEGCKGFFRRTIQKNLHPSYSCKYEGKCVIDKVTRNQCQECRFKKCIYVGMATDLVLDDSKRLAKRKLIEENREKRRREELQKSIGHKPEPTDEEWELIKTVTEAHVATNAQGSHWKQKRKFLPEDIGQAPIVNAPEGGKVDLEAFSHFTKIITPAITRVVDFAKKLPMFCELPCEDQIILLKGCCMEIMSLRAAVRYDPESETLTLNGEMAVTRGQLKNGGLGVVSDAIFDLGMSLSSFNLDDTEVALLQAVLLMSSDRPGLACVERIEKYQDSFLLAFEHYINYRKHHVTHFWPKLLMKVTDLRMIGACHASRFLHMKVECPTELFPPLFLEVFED
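Compounds were added to 0.6 uM TRb ligand-binding domain and 20 nM Texas Red-labeled SRC2 peptide in Tris buffer containing 1 uM T3, incubated 5 hr at ambient temperature, then read by fluorescence polarization.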
Starred values were filed as active, the others as inactive; & = joins results of further samples; [ ] = another dose, or the depositor's remark. Unless noted, the call rests on the fitted dose curve; in most records, active means well fitted curve in the direction sought with a large enough effect; inconclusive means small, poorly fitted or top-dose-only effect, or another doubt; inactive means no such curve, though single readings can be large; an effect the other way counts as inactive or inconclusive. Potency means the concentration at half of the fitted maximal effect.

What do the screens show for `CCOc1ccc(S(=O)(=O)Nc2ccccc2C(=O)Nc2ccccc2N2CCOCC2)cc1`?
KDM4E inh: inconclusive; RECQ1 inh: -22.5%; ALDH1A1 block: 28.2µM*; TexasRed fluor: -5.2%; GoLoco inh red: 0.4%; SMN2 splice enh: -20.7%; Lamin A splicing: 2.4%; TRb-SRC2 inh: -10.6%

How did COc1ccc2c(c1)C(=O)N(CCc1ccc(S(=O)(=O)NC(=O)NC3CCCCC3)cc1)C(=O)C2(C)C do in these assays?
KDM4E inh: 7.94µM*; RECQ1 inh: -14.1%[25.9 µM]; ALDH1A1 block: 16.8%[20.9 µM]; TexasRed fluor: -1.6%[53 µM]; GoLoco inh red: 7.8%[21.6 µM]; SMN2 splice enh: -3.4%[20.6 µM]; Lamin A splicing: inconclusive; TRb-SRC2 inh: 0.8%[53 µM]

Results for Cc1csc(NC(=O)c2cc[n+]([O-])cc2)n1 ?
KDM4E inh: -9.9%; RECQ1 inh: inactive; ALDH1A1 block: -11.2%; TexasRed fluor: -1.3%; GoLoco inh red: -5.6%; SMN2 splice enh: 3.3%; TRb-SRC2 inh: 5.3%

Results for NC(=O)N1c2ccccc2C=Cc2ccccc21 ?
KDM4E inh: -5.4%; RECQ1 inh: -12.1%; ALDH1A1 block: -1.6%; TexasRed fluor: -1.8%; GoLoco inh red: 5.4%; SMN2 splice enh: -24.1%; Lamin A splicing: inconclusive; TRb-SRC2 inh: -2.3%

What do the screens show for `Cc1cc(C(=O)OCC(=O)Nc2nccs2)c2ccccc2n1`?
KDM4E inh: -7.0%; RECQ1 inh: -24.4%; TexasRed fluor: -4.0%; GoLoco inh red: 4.7%; TRb-SRC2 inh: 2.0%

How did CCSCCOC(=O)C1=C(C)N(C)C(=O)NC1c1cc(OC)ccc1OC (configuration not stated) do in these assays?
KDM4E inh: 7.1%; RECQ1 inh: -1.6%; ALDH1A1 block: 4.2%; TexasRed fluor: 0.9%; GoLoco inh red: -7.3%; SMN2 splice enh: -5.8%; Lamin A splicing: 11.1%; TRb-SRC2 inh: 2.0%

Results for O=C1C2CC=CCC2C(=O)N1Cc1nnc(-c2ccccc2Br)o1 (configuration not stated) ?
KDM4E inh: 4.3%; RECQ1 inh: -5.6%; TexasRed fluor: 1.2%; GoLoco inh red: 14.8%; TRb-SRC2 inh: 0.2%

Results for O=C1C2C3C=CC([C@@H]2C(=O)N1c1nccs1)C31CC1 (some centres not stated) ?
KDM4E inh: -2.3%; RECQ1 inh: -4.6%; ALDH1A1 block: inconclusive; TexasRed fluor: -5.7%; GoLoco inh red: -1.2%; SMN2 splice enh: -11.3%; Lamin A splicing: 6.3%; TRb-SRC2 inh: -2.4%

What do the screens show for `Cc1cc(C)cc(C(=O)N2CCN(c3ccccn3)CC2)c1`?
KDM4E inh: inconclusive; RECQ1 inh: -5.1%; ALDH1A1 block: -7.6%; TexasRed fluor: -0.2%; GoLoco inh red: -0.3%; Lamin A splicing: 13.1%[46 µM]; TRb-SRC2 inh: 11.5%

How did O=C(NNC1=NC2(CCCC2)Cc2ccccc21)c1cccnc1 do in these assays?
KDM4E inh: -5.7%; RECQ1 inh: 13.2%; ALDH1A1 block: inconclusive; TexasRed fluor: -0.5%[53 µM]; GoLoco inh red: 2.6%; Lamin A splicing: 18.9%[46 µM]; TRb-SRC2 inh: -1.2%[53 µM]

Results for Cc1ccc(S(=O)(=O)Nc2c(C)[nH]c(=O)[nH]c2=O)cc1C ?
KDM4E inh: 6.3%; RECQ1 inh: -1.8%; ALDH1A1 block: -0.5%; TexasRed fluor: -0.2%; GoLoco inh red: 5.3%; SMN2 splice enh: 6.3%; Lamin A splicing: -1.0%; TRb-SRC2 inh: 0.2%

How did CC(C)N(Cc1nc(-c2ccc(Cl)cc2)no1)C(=O)c1cccs1 do in these assays?
KDM4E inh: 1.2%; RECQ1 inh: inactive; ALDH1A1 block: inconclusive; TexasRed fluor: -1.3%; GoLoco inh red: -7.1%; Lamin A splicing: inconclusive; TRb-SRC2 inh: -11.6%

Results for CCOC(=O)c1c(N)ssc1=S ?
KDM4E inh: -11.7%&6.7%; RECQ1 inh: -16.2%; ALDH1A1 block: 3.16µM*; TexasRed fluor: -0.8%&-0.8%; GoLoco inh red: -6.4%&-17.4%; SMN2 splice enh: 2.3%; Lamin A splicing: -1.5%; TRb-SRC2 inh: 2.6%&2.9%

What do the screens show for `O=C(Cn1cc(C(F)(F)F)ccc1=O)Nc1ccc(N2CCOCC2)cc1`?
KDM4E inh: 6.8%; RECQ1 inh: -13.2%; ALDH1A1 block: 9.7%; TexasRed fluor: -2.8%; GoLoco inh red: 7.0%; SMN2 splice enh: 4.6%; Lamin A splicing: -9.8%[46 µM]; TRb-SRC2 inh: -6.8%

What do the screens show for `CC(C)(CO)Cc1cc(C(C)(C)C)c(O)c(C(C)(C)C)c1`?
KDM4E inh: -14.6%&-5.3%; RECQ1 inh: -8.8%&-11.6%; ALDH1A1 block: inconclusive; TexasRed fluor: -12.2%&-0.6%; GoLoco inh red: 11.3%&1.5%; SMN2 splice enh: -8.3%; Lamin A splicing: inconclusive; TRb-SRC2 inh: 3.5%&-5.4%

What do the screens show for `CC(C)(C)c1ccc(-c2nnc(SCC(=O)Nc3sc4c(c3C#N)CCCC4)o2)cc1`?
KDM4E inh: -9.5%; RECQ1 inh: -2.3%; ALDH1A1 block: 0.2%; TexasRed fluor: -0.5%; GoLoco inh red: 13.2%; SMN2 splice enh: 7.2%; Lamin A splicing: -13.2%; TRb-SRC2 inh: 5.2%

What do the screens show for `O=C(C(Cc1ccccc1)n1cccc1)N1CCN(c2cccc(Cl)c2)CC1` (configuration not stated)?
KDM4E inh: -6.7%; RECQ1 inh: -15.0%; ALDH1A1 block: -4.9%; TexasRed fluor: -1.5%; GoLoco inh red: -2.6%; SMN2 splice enh: -10.1%; Lamin A splicing: inconclusive; TRb-SRC2 inh: 10.9%

What do the screens show for `CCCCN1C(=O)CC(N2CCOCC2)C1=O` (configuration not stated)?
KDM4E inh: 2.1%; RECQ1 inh: inactive; ALDH1A1 block: 6.9%; TexasRed fluor: -3.7%; GoLoco inh red: 1.6%; SMN2 splice enh: 5.9%; Lamin A splicing: 1.3%; TRb-SRC2 inh: -2.7%

What do the screens show for `Cc1ccc(S(=O)(=O)NCc2ccco2)cc1C`?
KDM4E inh: -3.8%; RECQ1 inh: -5.9%; ALDH1A1 block: inconclusive; TexasRed fluor: -1.1%; GoLoco inh red: -4.3%; SMN2 splice enh: 0.7%; Lamin A splicing: 1.4%; TRb-SRC2 inh: -5.3%

How did COc1cc(NC(=O)C/C(C)=N/NC(=O)C(=O)NCCO)c(OC)cc1Cl do in these assays?
KDM4E inh: -0.2%; RECQ1 inh: -3.7%; TexasRed fluor: -1.0%; GoLoco inh red: -8.2%; TRb-SRC2 inh: 5.2%

What do the screens show for `Cc1ccc(Nc2c(-c3ccc(N4CCOCC4)cc3)nc3cnccn23)cc1`?
KDM4E inh: inconclusive; RECQ1 inh: 11.3%; TexasRed fluor: -0.9%; GoLoco inh red: 4.6%; TRb-SRC2 inh: 3.4%

Results for C=CCn1c(COc2ccc(F)cc2)nnc1SCC(=O)NC(=O)NCc1ccco1 ?
KDM4E inh: 2.8%; RECQ1 inh: inconclusive; ALDH1A1 block: -15.2%; TexasRed fluor: -2.5%; GoLoco inh red: -0.9%; SMN2 splice enh: 3.2%; Lamin A splicing: -8.7%; TRb-SRC2 inh: -7.9%

What do the screens show for `C[C@@]12CC(=O)NC1N(C(=O)c1cccc(C(F)(F)F)c1)C(c1ccccc1O)C2` (some centres not stated)?
KDM4E inh: 6.1%; RECQ1 inh: -8.9%; ALDH1A1 block: 17.2%; TexasRed fluor: -4.6%; GoLoco inh red: 5.1%; SMN2 splice enh: -14.0%; Lamin A splicing: -6.2%; TRb-SRC2 inh: -10.9%

What do the screens show for `N#Cc1c(NC(=O)CSc2nnnn2C2CCCCC2)sc2c1CCCC2`?
KDM4E inh: 0.4%; RECQ1 inh: -3.8%; ALDH1A1 block: inconclusive; TexasRed fluor: -3.5%; Lamin A splicing: -0.8%; TRb-SRC2 inh: -8.1%

Results for CCc1nc(SCC(=O)Nc2nnc(CC(C)C)s2)n[nH]1 ?
KDM4E inh: -4.0%; RECQ1 inh: 6.2%; ALDH1A1 block: inconclusive; TexasRed fluor: -2.8%; GoLoco inh red: -14.7%; SMN2 splice enh: -10.1%; Lamin A splicing: -12.2%[46 µM]; TRb-SRC2 inh: -2.8%

What do the screens show for `C/C(Cn1nnc([N+](=O)[O-])n1)=N\NC(=O)c1ccccc1Cl`?
KDM4E inh: -0.1%; RECQ1 inh: -1.0%; ALDH1A1 block: -10.2%; TexasRed fluor: -1.7%; GoLoco inh red: -5.6%; SMN2 splice enh: -73.9%[inhibitor]; Lamin A splicing: inconclusive; TRb-SRC2 inh: 9.8%

Results for CC1(C(=O)N/N=C/c2ccccc2)CC1(Br)Br (configuration not stated) ?
KDM4E inh: 0.0%; RECQ1 inh: inactive; ALDH1A1 block: 1.4%; TexasRed fluor: -2.3%; GoLoco inh red: 6.7%; SMN2 splice enh: -0.3%; TRb-SRC2 inh: -7.9%

What do the screens show for `CCCC(=O)c1c[nH]c(C(=O)NCCc2ccccn2)c1`?
KDM4E inh: 7.9%; RECQ1 inh: -2.2%; ALDH1A1 block: -9.1%; TexasRed fluor: 0.0%; GoLoco inh red: 10.4%; SMN2 splice enh: -3.6%; Lamin A splicing: 4.5%; TRb-SRC2 inh: -9.3%

Some of the compounds tested; count on the stated rates, not on these rows.
